PREPL inh: inhibits the human prolyl oligopeptidase-like enzyme; Q4J6C6; recombinant PREPL, fluorescence polarization activity-based probe; AID 2751; inhibition, % at 5.96 µM; hit rate 0.68% among 320,000; in the data active means inhibition above about 43%;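 further: 0% = enzyme with DMSO and 100% = wells lacking enzyme; many of its hits are not listed in these tables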
PP1 counter: PP1-alpha (human) inhibition in PP5 counter-screen; P62136; purified PP1alpha, OMFP fluorescence; inhibition, % at 6.7 µM; hit rate 0.9% among 320,000; AID 2235;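 active means inhibition above the mean inhibition of all tested compounds plus 3 SD, computed separately for each screening campaign, cut at about 15% in these data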
HCV core dimer: blocks dimerization of HCV core protein; AID 1899; TR-FRET GST/Flag-core106 dimerization, 1536-well; hit rate 0.33% among 300,000; inhibition, % at 5 µM;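 active means inhibition above the mean of all tested compounds plus 3 SD, set per screening campaign, cut at about 45% in these data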
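test system = GST/Flag-tagged HCV core106 proteins | probe or stimulus = Eu donor and XL665 acceptor anti-tag antibodies | times = compound-protein-antibody incubation 4 h at 22.5 °C | signal = TR-FRET, excitation 340 nm, emission 617 and 671 nm | measure = percent inhibition of core106 dimerization signal | controls = wells lacking GST-core106 and wells with excess unlabelled core106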
CTSL1 counter: cathepsin L1 inhibition, PFM18AAP counter-screen; recombinant F. hepatica cathepsin L1, Z-Leu-Arg-MCA fluorescence; inhibition, % at 5.96 µM; hit rate 0.49% among 300,000; AID 1906;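 active means inhibition above the mean of all tested compounds plus 3 SD, set per screening campaign, cut at about 17% in these data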;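 further: 0% = plate median of test compound wells and 100% = 1 µM Z-Phe-Ala-diazomethylketone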
ZTA DNA inh: ZTA (EBV) inhibition in EBNA-1 counter-screen; hit rate 0.15% among 320,000; inhibition, % at 11 µM; ZTA-DNA binding, fluorescence polarization; P03206; AID 2234; in the data active means inhibition above about 33%
Target sequence (P03206 whole entry, looked up): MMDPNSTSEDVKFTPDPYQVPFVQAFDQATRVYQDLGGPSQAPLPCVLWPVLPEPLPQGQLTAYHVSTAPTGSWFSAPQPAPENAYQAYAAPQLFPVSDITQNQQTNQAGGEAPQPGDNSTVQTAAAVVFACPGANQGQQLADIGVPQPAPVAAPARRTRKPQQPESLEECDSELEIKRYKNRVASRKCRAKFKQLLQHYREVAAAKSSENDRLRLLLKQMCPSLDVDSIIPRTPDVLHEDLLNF
EBNA-1 inh: blocks EBNA-1 binding to DNA; EBNA-1 DNA binding, fluorescence polarization; inhibition, % at 14.8 µM; hit rate 0.34% among 300,000; AID 1950; in the data active means inhibition above about 28%
Efflux pump inh: inhibitors of Candida antifungal efflux pumps expressed in yeast | hit rate 0.44% among 330,000 | AID 485275 | inhibition, % at 10 µM | S. cerevisiae Candida pump triplex, Nile Red efflux;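 active means plate passing quality check with inhibition over a set limit, or well fluorescence over plate mean plus 4 SD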;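 further: Nile Red retained in pooled yeast measured as flow cytometry median fluorescence; 0% = buffer negative control and 100% = Enniatin B positive control; higher means more Nile Red kept so more efflux inhibition; some compounds called inactive have numbers as strong as hits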
PP5 inh: inhibitors of human protein phosphatase 5 (PP5); P53041; purified PP5c, OMFP substrate fluorescence; inhibition, % at 6.7 µM; hit rate 0.18% among 320,000;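 active means inhibition above the campaign's mean inhibition across all tested compounds plus 3 SD, cut at about 9.5% in these data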;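 further: 0% = DMSO only and 100% = 100 µM cantharidin control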
Target sequence (P53041 whole entry, looked up): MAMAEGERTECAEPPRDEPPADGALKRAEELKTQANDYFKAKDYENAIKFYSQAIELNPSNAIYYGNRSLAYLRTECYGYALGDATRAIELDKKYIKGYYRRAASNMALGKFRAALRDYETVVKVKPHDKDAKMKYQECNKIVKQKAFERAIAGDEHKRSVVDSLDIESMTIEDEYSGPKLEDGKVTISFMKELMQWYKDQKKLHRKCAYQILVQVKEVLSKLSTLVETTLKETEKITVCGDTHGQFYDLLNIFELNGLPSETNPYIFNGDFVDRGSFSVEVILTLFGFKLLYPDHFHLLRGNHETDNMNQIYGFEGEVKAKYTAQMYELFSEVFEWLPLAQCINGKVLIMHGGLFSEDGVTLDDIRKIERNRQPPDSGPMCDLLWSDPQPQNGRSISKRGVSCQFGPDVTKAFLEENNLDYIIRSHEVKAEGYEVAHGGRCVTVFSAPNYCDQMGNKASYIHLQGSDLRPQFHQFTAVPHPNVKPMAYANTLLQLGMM
TPT1 inhibitor: blocks Candida albicans tRNA 2'-phosphotransferase | inhibition, % at 5 µM | recombinant caTPT1, FP RNA substrate dephosphorylation | hit rate 0.81% among 300,000;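 active means inhibition above the mean of all tested compounds plus 3 SD, set per screening campaign, cut at about 24% in these data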;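 further: plate controls were DMSO alone for no effect and ferristatin control at 100 nM for full effect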
Numbers without * were called inactive; / = no result given.

SMILES	PREPL inh	PP1 counter	HCV core dimer	CTSL1 counter	ZTA DNA inh	EBNA-1 inh	Efflux pump inh	PP5 inh	TPT1 inhibitor
O=C(Nc1ccccc1[N+](=O)[O-])c1cc(S(=O)(=O)N2CCOCC2)cs1	4	-1	1	0	-10	-1	1.3	3.7	-2
CC(=O)NC(NC(=S)Nc1ccc(N=Nc2ccccc2C)cc1C)C(Cl)(Cl)Cl (centres undefined)	0	2	6	3	13	4	-0.1	-0.6	3
Cc1ccc(C(=O)N/C(=C\c2ccccc2)C(=O)NCc2cccnc2)cc1	-10	-8	1	1	18	3	0.0	-0.4	0
COc1ccc(Br)cc1CN(C)CC(=O)Nc1c(Cl)ccc(C)c1Cl	-49	-3	3	0	-13	-4	-0.1	3.7	1
COC(=O)C1=C(C)N(c2ccc(C)c(C)c2)/C(=C/c2cccs2)C1=O	7	0	4	-1	-4	-3	0.2	2.6	2
O=C(/C=C/c1ccc2c(c1)OCCO2)c1ccccc1	0	-2	5	-5	10	-5	-0.1	0.9	-2
Cc1ccc(N=C2C(=O)Nc3ccccc32)cc1C	10	0	-8	-2	8	-14	0.4	1.1	4
CCCN(CC(=O)Nc1ccccc1OC)C(=O)C1=COCCO1	14	-2	/	/	-3	/	-0.2	3.0	/
O=C(COC(=O)Cc1cn2ccsc2n1)NCc1ccc2c(c1)OCO2	5	1	13	-10	-3	7	-0.1	-0.1	5
CCC(CC)C(=O)N1CC(=O)Nc2ccc(C)cc2C1c1ccccc1 (centres undefined)	14	0	3	2	15	-2	0.1	-1.8	1
O=C(CN1C(=O)COc2ccccc21)NCCCN1CCc2ccccc2C1	21	2	3	4	-23	-6	-0.1	1.1	-5
CCN(CC)c1ccc(/C=N/NC(=O)c2c[nH]c3ccccc23)cc1	22	3	-23	2	-14	2	-0.1	4.4	0
O=C(COC(=O)c1cc(=O)[nH]c2ccc(Br)cc12)c1ccccc1	-10	3	7	0	2	-11	0.1	1.9	-3
COc1ccccc1NS(=O)(=O)c1cccc(NC(=O)Cc2cccs2)c1	0	-3	2	-5	1	-8	0.3	1.9	3
COc1cc(C)ccc1OCCOc1c(Cl)cc(Cl)cc1Cl	-10	-3	-2	0	9	0	-0.1	-0.8	-2
COc1cccc(CSc2nccn2C)c1	-8	-1	-6	-5	-4	-5	0.0	3.1	1
COc1ccc([N+](=O)[O-])cc1NC(=O)COC(=O)c1ccccc1O	2	0	-1	-3	-18	-5	0.0	-1.4	0
COc1ccccc1/C=C/C(=O)OCC(=O)c1c[nH]c2ccccc12	-14	-2	/	/	-3	/	-0.4	4.9	/
Cc1cc(NC(=O)C2CC(c3c(F)cccc3Cl)=NO2)n(-c2ccccc2)n1 (centres undefined)	-2	-7	-2	0	15	1	-0.4	-1.1	1
Cn1c(=O)c(C(=O)NNC(=O)c2cccc(Cl)c2)c(O)c2ccccc21	6	5	-16	-2	3	4	0.0	1.9	-1
COc1ccc(S(=O)(=O)N2CCOCC2)cc1NC(=O)CCc1c[nH]c2ccccc12	9	1	6	-7	-4	-11	0.1	0.1	1
CC(=O)Nc1ccc(N(C(=O)c2ccco2)C(C(=O)NC2CCCC2)c2ccncc2)cc1 (centres undefined)	10	-2	-10	4	-3	0	-0.3	1.6	-2
CCCC(=O)NC(=S)Nc1ccc(S(=O)(=O)N2CCc3ccccc32)cc1	-7	2	6	2	-9	-8	0.0	2.7	-2
Cc1cc(C)c2nc(NC(=O)C3CC(=O)N(Cc4ccco4)C3)sc2c1 (centres undefined)	-8	2	3	-4	-3	2	0.2	2.7	4
O=C(Nc1ccccc1)c1ccc(NCC2CCCO2)c(S(=O)(=O)N2CCOCC2)c1 (centres undefined)	-2	-4	-7	0	14	-3	0.1	3.1	1

(more compounds)
SMILES	PREPL inh	PP1 counter	HCV core dimer	CTSL1 counter	ZTA DNA inh	EBNA-1 inh	Efflux pump inh	PP5 inh	TPT1 inhibitor
Cc1ccccc1C(=O)NC1CCN(CC(=O)Nc2c(C)cccc2C)CC1	1	-3	-1	1	14	3	-0.1	0.0	-3
O=c1c(Cl)c(N2CCCCC2)cnn1-c1nc2ccccc2[nH]1	8	0	-10	-1	1	7	0.2	1.9	-1
Oc1cc2ccccc2nc1-c1ccccc1Cl	-3	-2	10	0	0	-2	0.0	-0.5	1
COc1ccc(NC(=O)CCC(=O)N2CCCC2)c([N+](=O)[O-])c1	5	2	-1	-1	2	6	0.2	0.7	-1
O=C(COc1ccccc1/C=C1\SC(=O)NC1=O)Nc1ccc(F)cc1	8	1	18	-1	-3	-8	0.2	-0.6	4
S=C(NCCc1ccc(Cl)cc1)NCc1ccccc1	-36	3	5	3	-5	7	0.2	3.3	1
COC(=O)C1=C(C)OC(N)=C(C#N)C1c1cc2cc(C)ccc2nc1Cl (centres undefined)	-10	-4	-3	-5	6	0	0.0	2.2	0
CCOCCCNC(=O)c1ccccc1NC(=O)C1=C(C)OCCS1	-3	-2	2	2	-3	7	-0.1	-2.5	2
Cc1cccc(N/C(N)=N/c2nc(C)cc(=O)[nH]2)c1	-9	-1	-6	-1	-25	-23	0.4	3.0	-3
O=C(NN=C1CCCC1)c1n[nH]c2c1CCCC2	4	-3	0	-1	-1	7	0.1	1.6	-1
CCN(CCn1cccn1)C(=O)CCc1nnc(CCc2ccccc2OC)o1	5	-6	-1	-1	-11	-11	0.1	4.4	0
CCOC(=O)COc1ccc(Br)cc1/C=C/c1[nH]c(=O)[nH]c(=O)c1[N+](=O)[O-]	1	4	18	3	25	-2	0.7	2.6	2
CCNS(=O)(=O)c1cc(-c2nnc(OC)c3ccccc23)ccc1C	14	0	12	-3	6	6	0.0	1.6	0
Cc1c2c(nc3c(C(=O)NC4CC4)cnn13)CCCC2	9	-3	-2	1	-6	-8	0.2	3.6	1
CC(C)C(NC(=O)C(NC(=O)C1OC2OC(C)(C)OC2C2OC(C)(C)OC12)C(C)C)C(=O)O (centres undefined)	-7	0	2	1	-5	7	0.0	-0.3	1
Cc1c(NC(=O)C(C)OC(=O)Cc2ccc(F)cc2)c(=O)n(-c2ccccc2)n1C (centres undefined)	6	-4	2	2	9	-4	0.0	-1.6	2
COc1ccc(NC(=O)CCSc2ccc(C)cc2)cc1	7	5	-9	-1	-1	1	0.1	2.5	-3
O=C(c1cccc(F)c1)N1CCN(Cc2ccco2)CC1	5	1	-1	1	-4	2	-0.1	0.2	-8
COc1cc(CN2CCC(C(=O)N3CCN(c4ccccc4F)CC3)CC2)cc(OC)c1OC	13	0	0	0	2	-13	0.4	3.2	0
Cc1cc(Br)cc2c1NC(=O)C2(O)CC(=O)c1ccco1 (centres undefined)	-5	-1	-8	0	10	5	-0.1	-3.4	-3
N=c1n(CC(=O)c2ccc([N+](=O)[O-])cc2)c2ccccc2n1Cc1ccc(Cl)cc1	-51	1	-10	2	-17	-6	-0.2	1.3	3
CCc1ccc(C2=NN(S(C)(=O)=O)C(c3cccs3)C2)cc1 (centres undefined)	-13	2	-5	3	-19	5	3.0*	1.4	8
CC(C)(C)c1nc(NCCN2CCOCC2)c2nnn(Cc3ccccc3Cl)c2n1	-4	-2	3	3	16	-12	-0.1	3.5	2
Cc1cc(C=O)c(C)n1-c1ccc2c(c1)OCO2	-3	1	3	0	13	-7	0.1	0.5	4
Cc1ccc(S(=O)(=O)CCC(=O)OCc2cc(C)ccc2C)cc1	-17	4	4	-40	-2	6	0.1	2.1	1

Arranged by SMILES length (lowest first): some entries from above
SMILES	PREPL inh	PP1 counter	HCV core dimer	CTSL1 counter	ZTA DNA inh	EBNA-1 inh	Efflux pump inh	PP5 inh	TPT1 inhibitor
Oc1cc2ccccc2nc1-c1ccccc1Cl	-3	-2	10	0	0	-2	0.0	-0.5	1
COc1ccc(NC(=O)CCSc2ccc(C)cc2)cc1	7	5	-9	-1	-1	1	0.1	2.5	-3
Cc1cccc(N/C(N)=N/c2nc(C)cc(=O)[nH]2)c1	-9	-1	-6	-1	-25	-23	0.4	3.0	-3
Cc1ccc(S(=O)(=O)CCC(=O)OCc2cc(C)ccc2C)cc1	-17	4	4	-40	-2	6	0.1	2.1	1
CCNS(=O)(=O)c1cc(-c2nnc(OC)c3ccccc23)ccc1C	14	0	12	-3	6	6	0.0	1.6	0
CC(C)(C)c1nc(NCCN2CCOCC2)c2nnn(Cc3ccccc3Cl)c2n1	-4	-2	3	3	16	-12	-0.1	3.5	2
N=c1n(CC(=O)c2ccc([N+](=O)[O-])cc2)c2ccccc2n1Cc1ccc(Cl)cc1	-51	1	-10	2	-17	-6	-0.2	1.3	3

One compound at a time, from the list above:
Results for COc1ccc(NC(=O)CCSc2ccc(C)cc2)cc1 = PREPL inh: 7; PP1 counter: 5; HCV core dimer: -9; CTSL1 counter: -1; ZTA DNA inh: -1; EBNA-1 inh: 1; Efflux pump inh: 0.1; PP5 inh: 2.5; TPT1 inhibitor: -3
Results for CCOC(=O)COc1ccc(Br)cc1/C=C/c1[nH]c(=O)[nH]c(=O)c1[N+](=O)[O-] = PREPL inh: 1; PP1 counter: 4; HCV core dimer: 18; CTSL1 counter: 3; ZTA DNA inh: 25; EBNA-1 inh: -2; Efflux pump inh: 0.7; PP5 inh: 2.6; TPT1 inhibitor: 2

Later entries.
SMILES	PREPL inh	PP1 counter	HCV core dimer	CTSL1 counter	ZTA DNA inh	EBNA-1 inh	Efflux pump inh	PP5 inh	TPT1 inhibitor
COC(C[C@@H]1O[C@@H]1[C@H](O)[C@@H](C)OCc1ccccc1)OC	14	1	-12	12	1	-10	-0.1	-9.7	-5
CC1=NNC(=O)C1CC(=O)N/N=C/c1ccc(C)o1 (centres undefined)	10	-3	-5	3	-5	1	-0.1	0.7	-4
COc1ccc(-n2c(=S)[nH]c3sc(-c4ccccc4)cc3c2=O)c(OC)c1	-3	-1	18	5	-4	10	0.2	-3.8	0
O=C(COC(=O)c1ccc(F)cc1)NC1CC1	2	-5	/	/	-17	/	0.2	3.4	/
Cc1ccc(-c2ccc(OC(=O)c3ccc(=O)[nH]c3)c(C)c2)cc1	5	2	3	-3	9	1	-0.2	-0.7	-1
CCn1c(O)c(C=Nc2ccccc2)oc1=S	1	2	26	3	-20	-3	-0.1	2.5	2
CCSc1nnc([C@@H](NC(=O)OC(C)(C)C)C(C)C)o1	15	-2	-36	-3	3	12	0.0	0.2	-5
O=C(NN1C(=O)c2cc(Br)ccc2NC1c1ccccc1Cl)c1ccncc1 (centres undefined)	-2	-2	2	2	1	1	0.0	0.4	-4
COC(=O)C1=C(C)NC(C)=C(C(=O)OC)C1c1ccc2ccccc2n1	1	3	-1	2	3	-8	0.1	-0.5	3
COc1ccc(OC)c(NC(=O)CN2C(=O)COc3ccc(C)cc32)c1	-5	-2	-10	-6	2	5	0.0	-0.1	-1
O=C(N/N=C/c1ccccc1Cl)c1[nH]c2ccc(Br)cc2c1-c1ccccc1	-1	1	16	3	12	5	0.0	7.0	3
CC(Oc1ccc(-c2ccccc2)cc1)C(=O)N1CCOCC1 (centres undefined)	21	-6	0	-5	5	-17	0.3	5.4	4
COc1ccc(-c2oc3cccnc3c2/C=C/c2ccc(OC)c(OC)c2)cc1	11	0	-4	0	5	-2	0.1	1.4	-1

Bioassay records from PubChem BioAssay.

An excerpt; the hit share may differ from the screen's.
